Polio RdRp inh = inhibitors of poliovirus RNA polymerase binding and polymerization | % elongation, % (compound at 16.7 µg/mL) | 150,000 compounds, 0.66% hits | P03300 | poliovirus polymerase elongation, fluorescence polarization; stronger effect = lower value; in the data active means % elongation below about 90%; further: some results filed as inactive read as strong as hits
Target sequence (P03300 1749-2209 limits assumed): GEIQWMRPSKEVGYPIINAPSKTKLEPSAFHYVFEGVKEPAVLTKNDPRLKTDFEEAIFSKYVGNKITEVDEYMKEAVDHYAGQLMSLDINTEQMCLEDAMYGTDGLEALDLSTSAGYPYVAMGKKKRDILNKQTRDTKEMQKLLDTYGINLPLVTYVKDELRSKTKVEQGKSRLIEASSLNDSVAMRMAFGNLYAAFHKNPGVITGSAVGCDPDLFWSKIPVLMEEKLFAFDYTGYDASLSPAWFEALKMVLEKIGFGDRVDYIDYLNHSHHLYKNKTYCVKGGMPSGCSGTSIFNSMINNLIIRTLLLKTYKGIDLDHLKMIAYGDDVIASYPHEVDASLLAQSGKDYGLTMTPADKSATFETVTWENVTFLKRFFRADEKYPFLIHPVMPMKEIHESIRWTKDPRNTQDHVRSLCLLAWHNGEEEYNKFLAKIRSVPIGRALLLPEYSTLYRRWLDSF
Polio RdRp inh FP z-score = further read-out of Polio RdRp inh, marked with its call; z-score; measured here: FP z-score; hits read low
Starred values were filed as active, the others as inactive. This is a subset; count on the stated rates, not on these rows.

SMILES	Polio RdRp inh	Polio RdRp inh FP z-score
CCCn1c2ccccc2c2nnc(SCC(=O)NCc3ccc4c(c3)OCO4)nc21	110.0	0.6
CN1CCc2nc(SCc3cccc(C(F)(F)F)c3)c(C#N)cc2C1	101.0	0
CCCCc1nn2c(=O)cc(COC(=O)c3ccccc3NC(=O)C(C)(C)C)nc2s1	98.0	-2.1
Cc1cc(F)ccc1NC(=O)Cn1c(=O)ccc2cc(S(=O)(=O)N3CCC(C)CC3)ccc21	104.0	-0.8
CCCCNC(=O)CC1N=C2c3ccccc3N=C(SCC(=O)Nc3ccccc3OC)N2C1=O (centres undefined)	99.0	-0.6
O=C(CONC(=O)C12CC3CC(CC(C3)C1)C2)N1CCc2ccccc21	100.0	-0.5
Cc1ccc(OCC(O)CN2C(=O)NC(C)(C)C2=O)cc1 (centres undefined)	103.0	0.6
CCN(CC)C(=O)c1sc(NC(=O)C2c3ccccc3Oc3ccccc32)c(C(=O)OC(C)C)c1C	104.0	-0.4
CCOc1ccc(-c2nc(CSCC(=O)N3CCN(c4ccc(F)cc4)CC3)c(C)o2)cc1	107.0	0.2
O=C1CCCN1CCc1ccccn1	106.0	0.3
O=C(Nc1ccc(Br)cc1)C12CC3CC(CC(C3)C1)C2	104.0	0.6
O=C(c1cc2ccccc2c(=O)o1)N1CCCCCC1	101.0	-0.1
CC(C)C(NC(=O)c1ccccc1)C(=O)OCc1cc(=O)n2ccsc2n1 (centres undefined)	101.0	-0.2
COc1cc2c(cc1OC)C(C(=O)N(C)c1ccc(Cl)cc1)C1CCCCN1C2=O (centres undefined)	99.0	-1.3
Cn1c(C(=O)Nc2ccc(OC(F)(F)F)cc2)cc2c(=O)n3ccccc3nc21	105.0	-0.2
CC(=O)Nc1cc(C(=O)NCc2ccccc2)ccc1Sc1ccc(Cl)cc1	102.0	0.2
COc1ccc(S(=O)(=O)N2CCCC(C(=O)NC3CC3)C2)cc1OC (centres undefined)	101.0	-0.5
CCN(C(=O)c1ccc(OC)cc1)c1ccccc1OC	103.0	1.8
Cc1ccc(CNC(=O)c2cc(-c3ccc(C)c(C)c3)nc3ccccc23)cc1	115.0	1.2
CCc1cccc(C)c1NC(=O)C1CCN(S(=O)(=O)c2cccc3nonc23)CC1	106.0	0.1
c1ccc(N2CCN(Cc3nnc(-c4ccc5c(c4)OCO5)o3)CC2)cc1	108.0	1
CCCCn1nnc2c(=O)oc3ccccc3c21	101.0	-0.3
CN(C)/C=C(\C#N)C(=O)N=C1CCCN1C	100.0	0.1
O=C(O)CCn1ccc2cc(S(=O)(=O)N3CCCCCC3)ccc21	105.0	-0.9
C=CCc1cccc2cc(C(=O)NCCc3c(C)[nH]c4c(C)cccc34)c(=O)oc12	106.0	0.4
CC(=O)N1c2ccc(S(=O)(=O)NCC3CCC(C(=O)Nc4cccc(F)c4)CC3)cc2CC1C (centres undefined)	113.0	-0.3
CN(C)/C=N/NC(=O)Cc1csc2nc(-c3ccccc3)nn12	100.0	-0.3
Cc1ccc(-c2csc(=Nc3cccnc3)n2CCCN2CCCC2=O)cc1C	99.0	-0.5
COc1cccc(NCc2ccc(OC)c(Cn3ccnc3)c2)c1	101.0	-0.1
Fc1ccc(Oc2ncccn2)c(Cl)c1	104.0	0.1
O=C(NCC1CCCCC1)c1ccc(=O)n(Cc2ccccc2)n1	101.0	0
COc1ccc(S(=O)(=O)c2cn(C)c3cc(N4CCCC4)c(F)cc3c2=O)cc1	106.0	-0.2
COc1cccc(-n2c(SCc3ccccc3C)nc3c([nH]c4ccccc43)c2=O)c1	108.0	0.2
Cc1c(C(=O)NN)nn(-c2ccc(C(C)(C)C)cc2)c(=O)c1C#N	102.0	0.2
O=C(CCCn1sc2ccccc2c1=O)NCc1cccnc1	102.0	0.2
COc1ccc(Cc2nnc(NC(=O)c3cccs3)s2)cc1OC	106.0	1.5
CCc1nn(C(CC)C(=O)NCc2ccc(OC)c(OC)c2)c(=O)c2cc3oc(C)cc3n12 (centres undefined)	109.0	0.5
O=S(=O)(c1ccc(N2CCOCC2)nc1)N1CCOCC1	104.0	0.5
CC(C)Oc1ccc(CNC(=O)C2CCN(C(=O)c3sccc3-n3cccc3)CC2)cc1	116.0	1.6
COCCNC(=O)Cc1ccc(NC(=O)N2CCCCc3ccccc32)cc1	111.0	0.4
Cn1cnnc1SCC(=O)NC(=O)c1ccc(C(C)(C)C)cc1	103.0	0
CC(C)(C)N(Cc1ccccc1)C(=O)CSc1nc(N)cc(=O)[nH]1	106.0	0.4
CCCc1cc(=O)[nH]c(SCC(=O)N(C)Cc2ccccc2)n1	103.0	-0.1
O=C1O/C(=C/C(=O)N2CCOCC2)c2ccccc21	103.0	0.2
O=C(c1cc(Nc2ccccc2)n[nH]1)N1CCCCC1	102.0	0.1
COCC(=O)NCc1nn(-c2ccccc2)nc1C	97.0	-1
CCOc1cc(C)ccc1OCC(=O)O	98.0	-1.2
O=C(Nc1nccs1)C(F)(F)F	104.0	0.8
O=C(Nc1ccccc1)C1(S(=O)(=O)c2ccccc2)CC1	103.0	1.3
COC(=O)c1ccc(-n2c(C)cc(-c3csc(N)n3)c2C)cc1	102.0	0.1
CCOC(=O)c1ccc(N2C(=O)c3[nH]nc(-c4ccccc4)c3C2c2cccs2)cc1 (centres undefined)	107.0	0
COc1ccc(-c2nc3ccccc3s2)cc1NC(=O)COc1ccccc1C	105.0	0
CCCCNC(=O)C(CC)Sc1nnc(-c2ccc(OC)c(OC)c2)c(-c2ccc(OC)c(OC)c2)n1 (centres undefined)	102.0	-0.6
Cc1c(C(=O)Nc2ccccc2Br)oc2ccccc12	101.0	0.1
NNC(=O)Nc1ccccc1	103.0	0.2
Cc1ccc(CSc2nc3ccncc3n2Cc2nc(-c3ccc(Cl)cc3)oc2C)cc1	109.0	0.5
Cc1cc2cc(CNC(=O)c3cc4ccccc4o3)ccc2[nH]1	102.0	0.8
O=C(O)c1cc(=O)c2cccc(O)c2[nH]1	100.0	0.1
NC(=O)c1c(NC(=O)CN(C(=O)c2cccs2)C2CCCC2)sc2c1CCCC2	103.0	0.2
CC(C)C(C)(C#N)NC(=O)CSc1nnc(-c2cccs2)n1N (centres undefined)	99.0	-0.2

Carrying on.
SMILES	Polio RdRp inh	Polio RdRp inh FP z-score
CCOc1ccccc1Nc1nnc(SCCC#N)s1	103.0	-0.1
CCOC(=O)C1=C(CNc2ccc(C)cc2)NC(=O)NC1c1ccccc1 (centres undefined)	103.0	1.3
N#CC(C#N)=Cc1ccc(F)cc1F	100.0	0
CCn1cc(S(=O)(=O)c2ccccc2)c(=O)c2cc(F)c(F)cc21	103.0	-0.4
CC(C)c1ccc(NC(=O)CSc2nc(=O)n(Cc3ccccn3)c3c2CCC3)cc1	108.0	0.5
CCN(CC)Cc1c(C)c(C)c(C)c(C)c1C	102.0	-0.2
O=C(NCc1cccc(Cl)c1)c1ccc(NC(=O)N2CCSc3ccccc32)cc1	110.0	1.1
Cc1ccc(S(=O)(=O)NCCN2CCN(S(=O)(=O)c3ccc(C)c(C)c3C)CC2)c(C)c1C	99.0	-0.9
COc1ccccc1-c1nnc(SCC(N)=O)o1	108.0	0.1
CN(C(=O)CSc1nc2ccccc2o1)C1CCCCC1	103.0	0
COc1ccccc1CNC(=O)c1cn(C)c2ccc(S(=O)(=O)N(C)C3CCCCC3)cc2c1=O	108.0	0.7
NS(=O)(=O)c1ccc2nc3c(nc2c1)-c1cccc2cccc-3c12	96.0	-0.5
O=C(Nc1cccc(Cl)c1)c1ccc2c(c1)CCN2S(=O)(=O)c1ccccc1	108.0	0.5
O=C(Nc1ccccc1Cl)c1ccc2c(c1)C(=O)N(Cc1ccco1)C2=O	101.0	0.2
CCOc1ccccc1NC(=O)Cn1c(=O)ccc2cc(S(=O)(=O)N3CCC(C)CC3)ccc21	103.0	-0.9
NC(=S)N/N=C/c1ccccc1O	102.0	0.8
Cc1cc(=O)n(CC(=O)O)c2ccccc12	99.0	-1.1
COc1ccc2oc(C(=O)OCC(=O)Nc3ccc(S(=O)(=O)N4CCOCC4)cc3)c(C)c2c1	107.0	0.8
CC(C)(C)OC(=O)N1CCCCC1CN (centres undefined)	102.0	0.2
CC(C)CC(=O)Nc1nnc(S(=O)(=O)N(C)Cc2ccc(Cl)cc2)s1	109.0	0.5
O=C(CC1Sc2ccccc2NC1=O)OCC(=O)N1CCN(S(=O)(=O)c2ccccc2)CC1 (centres undefined)	102.0	-0.3
CC1CCN(c2ncnc3c2cnn3-c2ccc(F)cc2)CC1	103.0	-0.6
COc1ccc(CNC(=O)CCCn2c(=O)c3cccn3c3cccnc32)cc1	109.0	0.3
O=C(Nc1nnc(S(=O)(=O)N2CCCCC2)s1)c1ccccc1Br	102.0	-1.6
CC(C)(C)c1ccc(S(=O)(=O)N2CCCC2C(N)=O)cc1 (centres undefined)	106.0	0.5
Cc1nn(-c2ccccc2)c(C)c1CCC(=O)Nc1ccc(S(C)(=O)=O)cc1	110.0	1
CC(C)NC(=S)NCc1cccnc1	101.0	0.4
CCC(C)NC(=O)Cn1c(=O)cc(-c2ccccc2)c2c(C)nn(C)c21 (centres undefined)	112.0	1.7
O=C(O)/C(=C/C(=O)c1ccccc1)Nc1ccccc1	97.0	-1.9
O=C(NCCC1=CCCCC1)C1CCCN(C(=O)c2cnn(-c3ccccc3)c2-n2cccc2)C1 (centres undefined)	106.0	1.5
Cc1ccc(Cl)cc1Nc1nn2c(=O)c3ccc(C(=O)NCc4ccc(F)cc4)cc3nc2s1	108.0	-0.1
Cc1ccc(Cn2ccnc2SCC(=O)Nc2nc3ccccc3s2)cc1	106.0	-0.4
NC(CO)C(=O)N/N=C/c1ccc(O)c(O)c1O (centres undefined)	99.0	-0.3
N=C1CNc2ccccc2C(=O)O1	100.0	-0.9
CCOC(=O)N1CCN(CN2C(=S)SC3=NC(=O)CCCN32)CC1	103.0	0.8
Nc1n[nH]c(Cc2nc(N)n[nH]2)n1	101.0	-0.1
OC(COc1ccc(Br)cc1Br)C[N+]1(Cc2ccccc2)CCOCC1 (centres undefined)	102.0	0.1
C#CCSC1=N/C(=C/N(C)C)C(=O)N1	102.0	0.1
Cc1cc2ncn(CCOc3ccccc3C)c2cc1C	103.0	0.3
CCOc1cccc(C(=O)N(Cc2ccc(F)cc2)Cc2ccco2)c1	101.0	-1
O=C(NCC1CCCO1)C1CCN(CC2CCCCC2)CC1 (centres undefined)	102.0	-0.1
O=C1CSC(=S)N1Nc1ccccc1	105.0	0.7
COCc1cc(=O)[nH]c(-c2ccc(Cl)cc2)n1	101.0	0.1
C#CCn1c(=NC(=O)CC)sc2ccccc21	104.0	0.6
Cc1c(Cl)cccc1N1CCn2c1nc1c2c(=O)n(CC(=O)O)c(=O)n1C	107.0	0.6
O=C(CN1C(=O)CSc2ccccc21)NC1CCCCCCC1	99.0	-0.4
O=C(Nc1ccc(-c2n[nH]c(=S)o2)cc1)c1ccccc1Br	101.0	0.3
[O-][n+]1onc2c1CCC1N(O)C(c3ccccc3)CC21O (centres undefined)	101.0	-0.1

In another format: results already given
smiles: [O-][n+]1onc2c1CCC1N(O)C(c3ccccc3)CC21O (centres undefined)
  Polio RdRp inh = 101.0
  Polio RdRp inh FP z-score = -0.1
smiles: COc1cccc(-n2c(SCc3ccccc3C)nc3c([nH]c4ccccc43)c2=O)c1
  Polio RdRp inh = 108.0
  Polio RdRp inh FP z-score = 0.2
smiles: Cc1nn(-c2ccccc2)c(C)c1CCC(=O)Nc1ccc(S(C)(=O)=O)cc1
  Polio RdRp inh = 110.0
  Polio RdRp inh FP z-score = 1

Random excerpt: 3 compounds from above.
SMILES	Polio RdRp inh	Polio RdRp inh FP z-score
CCOc1cccc(C(=O)N(Cc2ccc(F)cc2)Cc2ccco2)c1	101.0	-1
O=C(CC1Sc2ccccc2NC1=O)OCC(=O)N1CCN(S(=O)(=O)c2ccccc2)CC1 (centres undefined)	102.0	-0.3
CC(C)NC(=S)NCc1cccnc1	101.0	0.4

(next part)
SMILES	Polio RdRp inh	Polio RdRp inh FP z-score
CC1=NN(C(=O)c2ccccc2)C(O)(C(C)(C)C)C1 (centres undefined)	100.0	0
COc1ccc(CCNC(=O)CN2CCC(C)CC2)cc1	105.0	0.6
CC(C)CNC(=O)c1cccc(NC(=O)c2ccco2)c1	101.0	-0.4
O=C(NCc1ccccc1)c1ccc2c(=O)n(CCC3=CCCCC3)c(=O)[nH]c2c1	104.0	0.5
O=C1c2ccccc2-c2oc(=O)c3ccccc3c21	104.0	0.6
S=C(Nc1cccnc1)NC1CCCCCCC1	108.0	0.4
CCOc1ccc(C2=NC(c3ccncc3)=Nc3ccc(C)cc3N2)cc1OCC	107.0	-0.4
O=C(Nc1ccc(OC(F)F)cc1)NC1CCN(C(=O)OCc2ccccc2)CC1	102.0	0.2
COc1ccc2c(c1)N(C)/C(=c1/s/c(=C3/C(=O)N(c4ccccc4)N=C3C)n(C)c1=O)S2	102.0	0.1
Cn1c(=O)c2cc(S(=O)(=O)NCCC(=O)NC3CCCC3)ccc2n(C)c1=O	98.0	-0.7
COC(=O)c1ccc(COC(=O)c2cc3c(s2)CCCCC3)o1	108.0	0.8
C[N+]1([O-])[C@@H]2CC[C@H]1CC(OC(=O)C(CO)c1ccccc1)C2 (some centres undefined)	98.0	-0.4

Single values from the list:
In Polio RdRp inh FP z-score, CC(C)CC(=O)Nc1nnc(S(=O)(=O)N(C)Cc2ccc(Cl)cc2)s1 shows 0.5
In Polio RdRp inh FP z-score, COC(=O)c1ccc(-n2c(C)cc(-c3csc(N)n3)c2C)cc1 shows 0.1
In Polio RdRp inh, O=C(Nc1cccc(Cl)c1)c1ccc2c(c1)CCN2S(=O)(=O)c1ccccc1 shows 108.0

Remaining list, next part
SMILES	Polio RdRp inh	Polio RdRp inh FP z-score
CN(C)c1ccc(CNC23CN4CN(CN(C4)C2)C3)cc1	102.0	0.1
O=C(CNS(=O)(=O)c1ccc(Cl)cc1)NC1CCCC1	101.0	-0.1
CC(C)(C)OC(=O)NC1CCN(S(=O)(=O)c2cccc(S(=O)(=O)N3CCOCC3)c2)CC1	105.0	1.8
Cc1oc2ncn(CC(C)C)c(=O)c2c1NC(=O)NC1CCCCC1	101.0	0.1
COC(=O)C(O)(CC(=O)Nc1ccc(C)c(F)c1)C(F)(F)F (centres undefined)	98.0	-0.7
Cc1ccc(C2CC(=O)C(C=NCCN3CCN(CC(=O)Nc4cc(C)cc(C)c4)CC3)=C(O)C2)cc1 (centres undefined)	101.0	-0.1
O=C(OCc1ncc(-c2ccccc2)o1)C12CC3CC(CC(C3)C1)C2	103.0	0.1

Screens deposited in PubChem BioAssay by ICCB-Longwood Screening Facility, Harvard Medical School.
